# C diff HTS = blocks growth of Clostridium difficile; Clostridium difficile clinical isolate growth, OD600, 24 h; active compounds read low; growth activity, negative = inhibition, % at 16 µg/mL (by protocol); 86,000 tested, 0.25% active;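 active = mean growth activity at or below -80% and every replicate also at or below -80%; inconclusive = mean at or below -80% but some replicate above -80%; inactive = mean growth activity above -80%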;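 also: 0% = DMSO wells and -100% = levofloxacin 16 µg/mL wells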
# Pf Dd2 inh = inhibitors of Plasmodium falciparum Dd2 growth | P. falciparum Dd2 growth, SYBR Green, 72 h; active compounds read low | activity change, % at 10 µM | 94,000 tested, 2.3% active | AID 1159554; in the data active = activity change below about -80%; inconclusive = no clear call, values can overlap the other calls
# T cruzi growth = blocks T. cruzi growth in NIH3T3 culture; T. cruzi beta-gal in NIH3T3, GalScreen luminescence, 90 h; inhibition, % at 8.34 µM; 77,000 tested, 5.9% active; AID 624255;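 active = mean inhibition above about 93%, with at least 55% of replicates each passing it, limit read from the data, passing the limit was not always enough; inconclusive = only one of those two conditions holds; inactive = neither condition holds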
# GASC1 inh = blocks human GASC-1 (KDM4C) demethylase activity; Q9H3R0; GST-KDM4C 2-372, H3K9me3 peptide, LANCE TR-FRET; inhibition, % at 12.5 µM; 96,000 tested, 0.15% active;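 active = mean replicate inhibition above about 25%, with at least 55% of replicates also reaching it, limit read from the data, passing the limit was not always enough; inconclusive = only one of those two conditions met; inactive = neither condition met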
# Target sequence (Q9H3R0 2-372 limits assumed): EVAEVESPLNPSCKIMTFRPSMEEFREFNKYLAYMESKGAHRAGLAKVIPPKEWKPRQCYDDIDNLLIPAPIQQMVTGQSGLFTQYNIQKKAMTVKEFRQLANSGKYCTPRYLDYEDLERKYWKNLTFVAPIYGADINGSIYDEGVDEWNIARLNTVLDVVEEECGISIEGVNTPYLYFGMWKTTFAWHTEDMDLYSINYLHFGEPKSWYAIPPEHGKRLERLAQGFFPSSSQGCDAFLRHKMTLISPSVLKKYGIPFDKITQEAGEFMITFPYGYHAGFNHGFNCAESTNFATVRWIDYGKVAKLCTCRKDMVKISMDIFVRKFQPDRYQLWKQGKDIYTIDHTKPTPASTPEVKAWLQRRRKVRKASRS
#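 Material: N-terminal GST-fused human GASC-1 (KDM4C) fragment, residues 2-372. Input: 10 nM enzyme. Incubation: enzyme reaction 30 min, then detection 60 min, both room temperature. Doses: one test concentration per compound. Read-out basis: inhibition from TR-FRET ratio decrease. Detection: LANCE TR-FRET, excitation 340 nm, emissions 618 and 671 nm.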
# The depositor's hits bear a star; ? = inconclusive; nt = no result given.
SMILES,C diff HTS,Pf Dd2 inh,T cruzi growth,GASC1 inh
CC(C)NC(=O)N(C)C[C@@H]1OCCCC[C@H](C)Oc2ccc(NC(=O)NC3CCCCC3)cc2C(=O)N([C@@H](C)CO)C[C@H]1C,5,-13,7,0.1
CC(=O)N(C)C[C@@H]1Oc2cc(C#CC3(O)CCCC3)ccc2S(=O)(=O)N([C@@H](C)CO)C[C@H]1C,1,6,16,0.0
COc1ccc(CN(C)C[C@@H]2OCCCC[C@H](C)Oc3ccc(N(C)C)cc3C(=O)N([C@H](C)CO)C[C@H]2C)cc1,3,-34,31,0.2
C[C@@H]1CN([C@H](C)CO)S(=O)(=O)c2ccc(C#CCN(C)C)cc2O[C@@H]1CN(C)C(=O)c1ccccc1F,0,-29,18,3.9
COCCNC(=O)C[C@@H]1CC[C@@H]2[C@@H](COc3ccc(NC(=O)Nc4cccc(F)c4)cc3C(=O)N2C)O1,1,-1,12,7.0
O=C(C[C@H]1C=C[C@@H](NC(=O)c2cccc(F)c2)[C@H](CO)O1)NCc1ccc(Oc2ccccc2)cc1,0,-3,8,-0.7
C[C@H]1CCCCO[C@H](CN(C)C(=O)c2ccncc2)[C@@H](C)CN([C@@H](C)CO)C(=O)c2cc(NC(=O)Cc3ccccc3)ccc2O1,7,-69,29,-1.1
C[C@H](CO)N1C[C@H](C)[C@@H](CN(C)C(=O)Nc2cccc3ccccc23)Oc2c(NC(=O)Nc3ccc4c(c3)OCO4)cccc2C1=O,-7,3,65,-0.5
COc1ccc(-c2ccc([C@@H]3[C@H](C#N)N(C(=O)c4cccnc4)[C@H]3CO)cc2)cc1,-3,10,17,-0.9
COc1ccc(NC(=O)N(C)C[C@H]2Oc3ncc(C#CC(C)C)cc3C(=O)N([C@@H](C)CO)C[C@H]2C)cc1,13,-23,nt,-2.1
CO[C@@H]1CN(C)C(=O)c2cc(NC(=O)c3cnccn3)ccc2OC[C@H](C)N(C(C)=O)C[C@@H]1C,nt,8,nt,-0.2
C[C@H](CO)N1C[C@H](C)[C@@H](CN(C)C)Oc2cc(C#CCC3CCCC3)ccc2S1(=O)=O,37,-31,?,-1.1
C[C@@H]1CN([C@H](C)CO)C(=O)CCCn2cc(nn2)CO[C@H]1CN(C)S(=O)(=O)c1ccc(C#N)cc1,nt,7,7,nt
Cc1ccc(S(=O)(=O)N(C)C[C@@H]2OCCCC[C@H](C)Oc3ccc(NC(=O)c4ccccc4)cc3C(=O)N([C@H](C)CO)C[C@@H]2C)cc1,nt,-72,95*,0.3
C[C@H](CO)N1C[C@H](C)[C@H](CN(C)Cc2ccccc2F)Oc2cc(C3=CCCCC3)ccc2S1(=O)=O,43,11,nt,0.2
COc1cccc(CNC(=O)C[C@@H]2CC[C@@H](NS(=O)(=O)c3ccccc3OC)[C@@H](CO)O2)c1,-1,-6,4,-0.9
O=C(C[C@@H]1CC[C@@H]2[C@H](COC[C@H](O)CN2C(=O)c2ccccc2)O1)N1CCc2ccccc2C1,2,-7,19,0.6
Cc1noc(C)c1NC(=O)Nc1ccc2c(c1)C(=O)N([C@H](C)CO)C[C@H](C)[C@H](CN(C)C(=O)Nc1cccc3ccccc13)O2,nt,22,-57,-0.1
Cc1noc(C)c1S(=O)(=O)N(C)C[C@H]1Oc2ccc(NC(=O)CCN3CCOCC3)cc2CC(=O)N([C@H](C)CO)C[C@H]1C,3,18,nt,1.7
C[C@H](CO)N1C[C@H](C)[C@@H](CN(C)Cc2ccncc2)Oc2c(NC(=O)Nc3ccc4c(c3)OCO4)cccc2C1=O,3,0,54,3.5
CCCC(=O)Nc1ccc2c(c1)C(=O)N(C)C[C@@H](OC)[C@@H](C)CN(C(=O)c1ccccn1)[C@@H](C)CO2,nt,-1,-14,1.4
C[C@@H]1CCCCO[C@H](CN(C)C(=O)C2CCCCC2)[C@@H](C)CN([C@@H](C)CO)C(=O)c2cc(NC(=O)Nc3ccc(C(F)(F)F)cc3)ccc2O1,7,-88*,120*,-0.5
O=C(O)C[C@H]1C[C@H]2c3cc(NC(=O)c4ccc5c(c4)OCO5)ccc3O[C@H]2[C@@H](CO)O1,-1,0,-4,18
O=C(C[C@@H]1CC[C@H](NC(=O)C2CCC2)[C@H](CO)O1)NCc1ccccc1Cl,2,15,-1,-0.4
C[C@@H]1CCCCO[C@@H](CN(C)CC2CCCCC2)[C@@H](C)CN([C@H](C)CO)C(=O)c2cc(NC(=O)Nc3cccc4ccccc34)ccc2O1,10,-33,?,-1.0
C[C@@H]1CN([C@@H](C)CO)C(=O)c2cc(NC(=O)Nc3cccc4ccccc34)ccc2O[C@@H](C)CCCCO[C@H]1CN(C)C,0,33,99*,-1.1
O=S(=O)(c1ccccc1)N1CC2(C1)[C@H](c1ccccc1)[C@H](CO)N2CC1CC1,-3,-5,nt,-0.2
COc1ccc2c3c(n(C)c2c1)[C@H](CO)N(Cc1ccccc1OC)CC31CCN(CC2CC2)CC1,15,-66,nt,nt
O=C(c1cccc(F)c1)N1CCCCN2[C@H](CO)[C@@H](c3ccc(-c4cccnc4)cc3)[C@@H]2C1,-6,8,65,-0.9
O=C(Nc1cccc(F)c1)N1CCCCN2[C@H](CO)[C@H](c3ccc(C#CC4CC4)cc3)[C@@H]2C1,-3,17,122*,-1.5

# Part of the list above, with bars between the fields.
mol | C diff HTS | Pf Dd2 inh | T cruzi growth | GASC1 inh
CCCC(=O)Nc1ccc2c(c1)C(=O)N(C)C[C@@H](OC)[C@@H](C)CN(C(=O)c1ccccn1)[C@@H](C)CO2 | nt | -1 | -14 | 1.4
O=C(C[C@@H]1CC[C@H](NC(=O)C2CCC2)[C@H](CO)O1)NCc1ccccc1Cl | 2 | 15 | -1 | -0.4

# Remaining list, next part
SMILES,C diff HTS,Pf Dd2 inh,T cruzi growth,GASC1 inh
CCC(=O)N1CC[C@@H]2[C@H]1c1cc(C#Cc3ccc(OC)cc3)ccc1N[C@@H]2CO,-22,-57,57,-1.7
CCC(=O)N[C@H]1CC[C@@H](CC(=O)OC)O[C@H]1CO,nt,35,-41,0.3
COCC(=O)Nc1ccc2c(c1)OC[C@@H](C)N(Cc1cncnc1)C[C@H](C)[C@@H](OC)CN(C)C2=O,nt,nt,21,2.1
COCC#Cc1ccc2c(c1)O[C@@H](CN(C)Cc1ccncc1)[C@@H](C)CN([C@H](C)CO)S2(=O)=O,2,-2,?,-0.6
C[C@H](CO)N1C[C@H](C)[C@H](CN(C)Cc2ccc(Cl)c(Cl)c2)Oc2c(NC(=O)C3CC3)cccc2C1=O,7,-14,-5,2.0
COc1cccc(S(=O)(=O)N(C)C[C@@H]2Oc3ncc(C#CC(C)(C)O)cc3C(=O)N([C@H](C)CO)C[C@@H]2C)c1,7,4,52,1.1
CN(C)CC(=O)N[C@@H]1C=C[C@H](CC(=O)NCCN2CCCCC2)O[C@H]1CO,nt,4,-52,1.0
O=C(NC1CCCC1)N1CC(=O)N2[C@H](CO)[C@H](c3ccc(C4=CCCCC4)cc3)[C@@H]2C1,-6,-13,nt,3.0
Cc1ccc(S(=O)(=O)N(C)C[C@@H]2Oc3ccc(NC(=O)C4CCCCC4)cc3CC(=O)N([C@@H](C)CO)C[C@@H]2C)cc1,6,-59,6,-0.4
C[C@H]1CN([C@@H](C)CO)C(=O)c2cc(NC(=O)Cc3cn(C)c4ccccc34)ccc2O[C@H]1CN(C)S(=O)(=O)c1ccc(F)cc1,-3,-45,89,0.7
C[C@@H]1CN([C@H](C)CO)C(=O)c2cc(NC(=O)Cc3ccccc3)ccc2O[C@H]1CN(C)Cc1ccc(Oc2ccccc2)cc1,nt,64,15,3.8
Cc1cccc(S(=O)(=O)N2CC[C@@H]3[C@@H](CO)Nc4ccc(C#Cc5ccccc5F)cc4[C@@H]32)c1,-1,-28,49,-0.9
O=C(C[C@@H]1C=C[C@H](NC(=O)NC2CCCC2)[C@H](CO)O1)NCc1ccc(F)cc1,1,12,-13,-0.9
CC(=O)NC[C@@H]1[C@H](c2ccccc2)[C@H](CO)N1C(=O)Cc1cccnc1,-1,-1,?,-1.0
CCC(=O)NC[C@@H]1[C@@H](c2ccc(C3=CCCCC3)cc2)[C@@H](CO)N1CC1CC1,12,-65,nt,1.2
CNC[C@H]1Oc2ccc(NC(=O)Nc3c(C)noc3C)cc2CC(=O)N([C@H](C)CO)C[C@H]1C,-1,12,-11,-0.4
CO[C@@H]1CN(C)C(=O)c2cc(NS(=O)(=O)c3ccccc3F)ccc2OC[C@H](C)NC[C@@H]1C,nt,26,9,0.2
O=C(C[C@@H]1CC[C@H](NC(=O)CC2CC2)[C@H](CO)O1)NCC(F)(F)F,nt,-11,37,0.1
C[C@@H]1CCCCO[C@H](CN(C)Cc2ccccc2)[C@H](C)CN([C@H](C)CO)C(=O)c2cc(NC(=O)c3ccncc3)ccc2O1,-5,-41,80,1.6
C[C@H](CO)N1C[C@H](C)[C@@H](CN(C)S(=O)(=O)c2ccccc2)OCCCC[C@H](C)Oc2ccc(NC(=O)Nc3ccc(F)cc3)cc2C1=O,3,-61,109*,-1.3

# Whole records from above. Order of values: C diff HTS | Pf Dd2 inh | T cruzi growth | GASC1 inh
# Profile of `CO[C@@H]1CN(C)C(=O)c2cc(NS(=O)(=O)c3ccccc3F)ccc2OC[C@H](C)NC[C@@H]1C` → nt | 26 | 9 | 0.2
# Profile of `C[C@@H]1CCCCO[C@H](CN(C)Cc2ccccc2)[C@H](C)CN([C@H](C)CO)C(=O)c2cc(NC(=O)c3ccncc3)ccc2O1` → -5 | -41 | 80 | 1.6
# Profile of `O=C(C[C@@H]1C=C[C@H](NC(=O)NC2CCCC2)[C@H](CO)O1)NCc1ccc(F)cc1` → 1 | 12 | -13 | -0.9
# Profile of `O=C(C[C@@H]1CC[C@H](NC(=O)CC2CC2)[C@H](CO)O1)NCC(F)(F)F` → nt | -11 | 37 | 0.1
# Profile of `C[C@H](CO)N1C[C@H](C)[C@@H](CN(C)S(=O)(=O)c2ccccc2)OCCCC[C@H](C)Oc2ccc(NC(=O)Nc3ccc(F)cc3)cc2C1=O` → 3 | -61 | 109* | -1.3

# Entries listed above that bear a hit mark in T cruzi growth.
SMILES,C diff HTS,Pf Dd2 inh,T cruzi growth,GASC1 inh
Cc1ccc(S(=O)(=O)N(C)C[C@@H]2OCCCC[C@H](C)Oc3ccc(NC(=O)c4ccccc4)cc3C(=O)N([C@H](C)CO)C[C@@H]2C)cc1,nt,-72,95*,0.3
C[C@@H]1CCCCO[C@H](CN(C)C(=O)C2CCCCC2)[C@@H](C)CN([C@@H](C)CO)C(=O)c2cc(NC(=O)Nc3ccc(C(F)(F)F)cc3)ccc2O1,7,-88*,120*,-0.5
C[C@@H]1CN([C@@H](C)CO)C(=O)c2cc(NC(=O)Nc3cccc4ccccc34)ccc2O[C@@H](C)CCCCO[C@H]1CN(C)C,0,33,99*,-1.1
O=C(Nc1cccc(F)c1)N1CCCCN2[C@H](CO)[C@H](c3ccc(C#CC4CC4)cc3)[C@@H]2C1,-3,17,122*,-1.5
C[C@H](CO)N1C[C@H](C)[C@@H](CN(C)S(=O)(=O)c2ccccc2)OCCCC[C@H](C)Oc2ccc(NC(=O)Nc3ccc(F)cc3)cc2C1=O,3,-61,109*,-1.3

# (list continues)
SMILES,C diff HTS,Pf Dd2 inh,T cruzi growth,GASC1 inh
COc1ccc2c3c(n(C)c2c1)[C@H](CO)N(C(=O)c1ccccc1)CC31CN(CC2CC2)C1,-1,-68,nt,-0.4
COc1cccc(-c2cnc3c(c2)C(=O)N([C@@H](C)CO)C[C@H](C)[C@H](CN(C)Cc2ccc(F)cc2)O3)c1,5,-35,nt,4.2
CN(C)CC#Cc1ccc([C@H]2[C@@H](CO)N(C(=O)C3CCCC3)[C@H]2C#N)cc1,8,72,25,-1.6
CN(C)CCCNC(=O)C[C@H]1CC[C@H]2[C@@H](COc3ccc(NC(=O)c4ccccc4F)cc3C(=O)N2C)O1,-1,11,21,0.2
C[C@H]1CCCCO[C@H](CN(C)C(=O)Cc2ccccc2)[C@@H](C)CN([C@@H](C)CO)C(=O)c2cc(NC(=O)CCCN(C)C)ccc2O1,-3,nt,31,5.1
O=C(NC1CCC1)[C@H]1[C@H](CO)[C@H]2Cn3c(ccc(/C=C/c4ccccc4)c3=O)[C@H]2N1Cc1ccncc1,2,3,45,-1.1
C[C@H]1CN([C@@H](C)CO)S(=O)(=O)c2ccc(Br)cc2O[C@H]1CN(C)Cc1ccc(F)cc1,-1,-56,77,-0.9
C[C@H]1CN([C@@H](C)CO)C(=O)c2cc(NC(=O)CCN3CCOCC3)ccc2O[C@@H]1CN(C)C(=O)Nc1ccc(C(F)(F)F)cc1,-2,16,-295,-0.7

# Screens deposited in PubChem BioAssay by Broad Institute.

# Rows are unselected; about 6.8% have a hit in one of these screens.
